NPYLR7 ag = activates Aedes aegypti NPYLR7 receptor | HEK293T NPYLR7/Galpha15, GCaMP6s calcium fluorescence | activation, % at 10 µM | 270,000 compounds, 0.15% hits; in the data active means activation above about 40%;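 further: 0% = vehicle and 100% = reference agonist at the receptor; some compounds past the cut are filed as inactive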
hcGAS lum = human cGAS inhibition; inhibition, % at 12.5 µM; recombinant h-cGAS, ATP depletion, Kinase-Glo luminescence; Q8N884; 290,000 compounds, 0.081% hits;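 further: 0% = vehicle reaction and 100% = reaction without DNA for no activity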
Target sequence (Q8N884 whole entry, looked up): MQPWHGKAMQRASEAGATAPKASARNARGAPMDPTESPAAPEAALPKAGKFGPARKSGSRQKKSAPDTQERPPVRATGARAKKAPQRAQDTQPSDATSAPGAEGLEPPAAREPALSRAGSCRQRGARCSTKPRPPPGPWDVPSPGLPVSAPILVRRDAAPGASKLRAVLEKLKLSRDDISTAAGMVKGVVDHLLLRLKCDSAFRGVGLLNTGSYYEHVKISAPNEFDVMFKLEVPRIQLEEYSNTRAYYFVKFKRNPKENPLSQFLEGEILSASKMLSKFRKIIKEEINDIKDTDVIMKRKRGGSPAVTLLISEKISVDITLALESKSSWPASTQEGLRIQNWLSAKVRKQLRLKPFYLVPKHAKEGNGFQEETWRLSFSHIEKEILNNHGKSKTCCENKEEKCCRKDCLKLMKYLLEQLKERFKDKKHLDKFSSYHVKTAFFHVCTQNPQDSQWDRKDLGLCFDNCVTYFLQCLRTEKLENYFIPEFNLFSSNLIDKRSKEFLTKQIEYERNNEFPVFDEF
mcGAS inh = inhibitors of mouse cGAS. Q8C6L5. recombinant cGAS, Kinase-Glo ATP depletion luminescence. inhibition, % at 12.5 µM. 160,000 compounds, 0.15% hits. AID 1259399;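 further: 0% = negative control wells and 100% = reference inhibitor with no enzyme activity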
* hit, by the source's call; / = not tested or not shown; & = joins results of further samples. Unless noted, no stated cut-off is given here; in the data, active means inhibition above about 40%; inactive means the rest. This is a random part of the collection. About 0.29% of those tested had a hit in this group.

SMILES	NPYLR7 ag	hcGAS lum	mcGAS inh
CC(/C=C1\N=C(c2ccc(C)cc2)OC1=O)=C\c1ccccc1	-1	-3	/
COc1cc(C2NC(=O)N(C)C(C)=C2C(=O)OCCOc2ccccc2)cc(Cl)c1O (stereo not given)	-1	-8	-4
Cc1cc(-c2c(-c3ccccc3)ncn2CCc2cnccn2)c(C)n1C(C)C	0	2	/
O=C(Nc1ccc(Cl)cc1)N1CCSC1c1cccc(Oc2ccccc2)c1 (stereo not given)	-11	-2	0
Cc1cc(C)nc(CCNC(=O)c2cc(COc3ccc4c(c3)CCCC4)on2)n1	17&-4	-8&2	-8&0
Cc1ccccc1-c1nc2ccc(Cl)cn2c1NC(C)(C)CC(C)(C)C	-8	-9	-9
COc1ccc(-n2nnc3c(N4CCN(C(=O)CC(C)C)CC4)ncnc32)cc1	8	0	-2
CCn1c(=O)c2c(nc3n(CCCOC)c(C)c(C)n23)n(C)c1=O	8	-5	-6
COc1c(Br)cc(Br)cc1/C=C1/SC(=S)N(CC(=O)O)C1=O	-6	-7	-5
CCN(CC)CCCC(C)NC(=O)c1cc2n(n1)CCN(Cc1cc(OC)cc(OC)c1)C2=O (stereo not given)	-4	-5	-5
CCn1ncnc1C(C)NCC(=O)NCc1ccccc1F (stereo not given)	23	-2	-15
CSCCn1c(=NC(=O)c2ccnn2C)sc2cc3c(cc21)OCO3	/	-8	-5
CCCOc1ccc(-c2c(=O)n(OCc3ccccc3C(=O)OC)c3ccccc3[n+]2[O-])cc1	28	-5	/
Cc1cc(NC(=O)c2ccc(-n3nccc3C)cc2)ccn1	-4	6	/
O=C(c1cnn(Cc2ccccc2)c1)N1CC(c2ccncc2)C1	2	-4	-17
CC1(C(=O)NS(=O)(=O)c2ccc(Cl)cc2)CCN1C(=O)C/C=C/c1ccccc1 (stereo not given)	5	-6	/
CC(=O)Nc1cccc(-c2c(C)c3ccccc3[nH]c2=O)c1	-4	-6	-17
Cc1cc(C)cc(NC(=O)c2cc(C)n(Cc3ccco3)c2C)c1	-4	2	-5
O=C1CCCN1CCC1CCN(c2nc(CO)cs2)CC1	/	-13	-7
Cc1cccn2c(=O)nc(SCc3ccc(Cl)c(Cl)c3)nc12	-2	-6	/
CCCCCCc1ccc(C(=O)N2CCSC2c2ccncc2)cc1 (stereo not given)	10	-7	-4
Cc1[nH]nc(C(=O)N2CCN(CC(F)(F)F)CC2)c1Br	7	-14	/
CS(=O)(=O)c1ccccc1S(=O)(=O)N1CCC(c2cn(Cc3ccc(C(F)(F)F)cc3)c3ccccc23)CC1	29	-3	-7
CC(C)n1cnc(S(=O)(=O)N2CCC(C(=O)NCCC3=CCCCC3)CC2)c1	/	-8	-4
CC(=O)NC12CC3CC(C1)CC(C(=O)Nc1nc4c(F)cc(F)cc4s1)(C3)C2	3	-2	/

Next section.
SMILES	NPYLR7 ag	hcGAS lum	mcGAS inh
Cc1cccc(NC(=O)c2cc(S(=O)(=O)NCCN3CCCC3)ccc2Cl)c1	-6	-7	-16
Cc1nc(-c2cccs2)sc1C(=O)OCc1cc(=O)n2c(C)csc2n1	-2	-7	/
Clc1ccccc1Cn1cccc1C1=NCCO1	11	-9	/
CC1(C(=O)NS(=O)(=O)c2cccc(Cl)c2)CCN1C(=O)C1CC1 (stereo not given)	4	-5	/
CCCn1cc(CN2CCC(n3nccc3NC(=O)CCOc3ccccc3)CC2)c(C)n1	-1	-5	-6
CCOC(=O)c1cc(CCC(C)C)n(-c2ccc(C(=O)NC3CC3)cc2)n1	1	2	-3
Cc1cc(C(=O)NCC2CC2)c2c(Br)cccc2n1	13	-3	/
Cc1nn(C(C)C(=O)N2CCCC2)c(=O)c2cc3sccc3n12 (stereo not given)	8	-7	-4
CCCCCCCC(=O)NCc1cccc(-c2ncc(-c3ccc(F)cc3)[nH]2)c1	1	3	2
CCOC(=O)c1cnc(-c2ccc(OC)c(OC)c2)nc1N(C)CCc1ccccn1	25	-6	-6
O=C(NC1CCCc2ccccc21)C(C1CCCC1)N1CCN(C(=O)c2cccs2)CC1 (stereo not given)	-6	-2	-4
CCN1CCN(CC(=O)N2CCOC(Cc3ccc(OC)cc3)C2)CC1 (stereo not given)	6	-7	-13
CCOC(=O)c1c(NC(=O)CSc2nc3ccccc3s2)sc2c1CCC2	-3	1	-3
Cc1c(C(=O)NCc2ccc(Cl)c(Cl)c2)sc(=O)n1Cc1ccc(F)cc1	15	-3	/
Cc1ccc(C)c(C2c3cccn3CCCN2Cc2ccsc2)c1 (stereo not given)	2	-3	-4
COCCN(Cc1cccs1)C(=O)c1ccncc1Cl	6	-6	-25
CN1CCN(N=c2cc(-c3ccccc3)oc3ccccc23)CC1	6	-1	/
CN(C)CC1COCCN(Cc2cccn2-c2ccc(Cl)cn2)C1 (stereo not given)	-5	-5	/
OC(COCc1ccccc1)CN(Cc1ccccc1)CC1CC(c2ccccc2F)=NO1 (stereo not given)	-2	-7	-7
COc1ccc(-c2cc3c(n(C)c2=O)CCN(C(=O)CCc2scnc2C)C3)c2ccc(C)nc12	5	-1	-15
CC(C)c1ccc(NC(=O)CSc2nnc(N)s2)cc1	7	-10	-2
Brc1ccc(-c2noc(-c3ccccc3Br)n2)o1	0	-2	/
CNC(=O)c1ccc(S(=O)(=O)Nc2cc(C(F)(F)F)ccc2N2CCOCC2)cc1	1	-9	/
O=C(CCCSc1ccc(NC(=O)C2CC2)nn1)Nc1ccc(F)c(F)c1	2	-5	-9
O=C(CN1CCCC1c1cccs1)NC(=O)NC1CCCCC1 (stereo not given)	2	-5	/

A stretch from the list above, as a working copy:
SMILES	NPYLR7 ag	hcGAS lum	mcGAS inh
CCOC(=O)c1c(NC(=O)CSc2nc3ccccc3s2)sc2c1CCC2	-3	1	-3
Cc1c(C(=O)NCc2ccc(Cl)c(Cl)c2)sc(=O)n1Cc1ccc(F)cc1	15	-3	/
Cc1ccc(C)c(C2c3cccn3CCCN2Cc2ccsc2)c1 (stereo not given)	2	-3	-4
COCCN(Cc1cccs1)C(=O)c1ccncc1Cl	6	-6	-25
CN1CCN(N=c2cc(-c3ccccc3)oc3ccccc23)CC1	6	-1	/
CN(C)CC1COCCN(Cc2cccn2-c2ccc(Cl)cn2)C1 (stereo not given)	-5	-5	/
OC(COCc1ccccc1)CN(Cc1ccccc1)CC1CC(c2ccccc2F)=NO1 (stereo not given)	-2	-7	-7
COc1ccc(-c2cc3c(n(C)c2=O)CCN(C(=O)CCc2scnc2C)C3)c2ccc(C)nc12	5	-1	-15
CC(C)c1ccc(NC(=O)CSc2nnc(N)s2)cc1	7	-10	-2
Brc1ccc(-c2noc(-c3ccccc3Br)n2)o1	0	-2	/
CNC(=O)c1ccc(S(=O)(=O)Nc2cc(C(F)(F)F)ccc2N2CCOCC2)cc1	1	-9	/
O=C(CCCSc1ccc(NC(=O)C2CC2)nn1)Nc1ccc(F)c(F)c1	2	-5	-9
O=C(CN1CCCC1c1cccs1)NC(=O)NC1CCCCC1 (stereo not given)	2	-5	/

(listing goes on)
SMILES	NPYLR7 ag	hcGAS lum	mcGAS inh
O=C(Cn1ncn2nc(-c3ccccc3)cc2c1=O)Nc1ccc(F)cc1	-9	-6	-10
CCN(CC)C(=O)Oc1ccc2c(ccn2Cc2cc(Br)cc(Br)c2)c1-c1ccc(C#N)cc1	10	0	-5
CCOC(=O)C1CCN(CC(=O)N2N=C(c3ccccc3OC)CC2c2cc(OC)ccc2OC)CC1 (stereo not given)	21	3	1
CCn1c(Nc2ccc(C)cc2)nc2ccccc21	6	4	0
CCc1ccc(-c2nc(C(N)=O)c3[nH]c(=O)n(-c4ccc(OC)c(OC)c4)c3n2)cc1	-4	-10	-7
CC(C)N(Cc1cccc(OS(=O)(=O)c2cccc(C(F)(F)F)c2)c1)S(=O)(=O)c1ccc2ccccc2c1	4	-9	-7
C=CCN(CC(=O)N(Cc1ccc2c(c1)OCO2)Cc1sccc1C)C(=O)C1CCCC1	-2	-4	-7
CCOC(=O)CCNC(=O)N1CCCC1c1nc2ccc(F)cc2[nH]1 (stereo not given)	17	-4	/
CC(=O)Nc1ccc(CN(Cc2ccc(F)cc2)CC2CCCO2)cc1 (stereo not given)	25	2	/
O=C(O)c1cc(O)c2c(c1)C(=O)c1cccc(O)c1C2=O	-7	28	4
Cc1ccc(NS(=O)(=O)c2ccc(Cl)c(C(=O)O)c2)cc1S(=O)(=O)N(C)C	-1	-8	/
O=S1(=O)CCC(N=Cc2c(F)cccc2Cl)C1 (stereo not given)	6	-3	/
Cc1ccc(C2(O)CCN(Cc3cccc(Oc4ccccc4)c3)CC2)nc1	5	-3	/
Cn1c(N)c(C(=O)CSc2nn(-c3ccc(F)cc3)c(=S)s2)c(=O)n(C)c1=O	-6	-5	/
COc1nc(C(=O)N2CCN(C)CC2C)cc2ccccc12 (stereo not given)	1	-6	/
COc1ccc(NC(=O)N2CCCC(C(=O)c3ccc4c5c(cccc35)CC4)C2)c(C)c1 (stereo not given)	-4	1	-11
COc1ccc(OC)c(-c2nc(CN(CCO)CC34CC5CC(CC(C5)C3)C4)c(C)o2)c1	-9	-2	-3
O=C(O)C1(CCc2ccccc2)CCN(c2cnc3ccccc3n2)CC1	-11	1	3
CCOc1ccc(C(=O)Oc2coc(CSc3nncn3C)cc2=O)cc1OCC	-10	1	0
COCc1c(Br)c(C)nc(OCC(=O)N/N=C\c2cccc(OCc3ccc(Cl)cc3Cl)c2)c1C#N	-6	-2	1
COc1cc(NC(=O)CCc2sc(C)nc2-c2cccs2)c(OC)cc1Cl	/	-5	-6
COc1ccc2c(c1OC)C(=O)N(c1ccc(C(C)=O)cc1)C2=O	7	-9	/
COC(=O)c1ccc(Cn2cnc3c(nnn3C)c2=O)o1	0	-4	/
Cc1cccn2c(=O)c3cc(C(=O)NC4CCCC4)sc3nc12	11&-6	-8&4	/
CCc1ccc(C(=O)C[n+]2cccc3cc(OC)ccc32)cc1	21	-10	/

A section of the results above, as a working copy:
SMILES	NPYLR7 ag	hcGAS lum	mcGAS inh
O=C(O)C1(CCc2ccccc2)CCN(c2cnc3ccccc3n2)CC1	-11	1	3
CCOc1ccc(C(=O)Oc2coc(CSc3nncn3C)cc2=O)cc1OCC	-10	1	0

The results go on.
SMILES	NPYLR7 ag	hcGAS lum	mcGAS inh
COCC(=O)N(c1c(C)cccc1C)C(C)C(=O)N1CCN(Cc2ccc3ccccc3c2)CC1 (stereo not given)	5	2	/
CCC(C)C(NC(=O)Nc1cccc(F)c1)C(=O)Nc1nnc(-c2ccc(N(C)C)cc2)s1 (stereo not given)	-5	0	0
Cc1cccc(NC(=O)CSc2nnc(CNC(=O)COc3ccc(Cl)cc3)n2-c2ccc(Cl)c(Cl)c2)c1	-10	-7	/
CCC(C)c1ccc2oc(-c3ccc(NC(=O)c4ccc(OC)c(Cl)c4)cc3)nc2c1 (stereo not given)	1	6	0
CCOC(=O)c1cn(Cc2c(F)cccc2Cl)nc1S(=O)(=O)N1CCSCC1	-11	10	/
Oc1ccc(-c2n[nH]c(C(F)(F)F)c2-c2cscn2)c(O)c1	-5	-3	/
CCOc1ncccc1C(=O)NNC(=O)COc1ccccc1F	16	-10	-16
CN1CC2(CCN(C(=O)c3cc(F)cc(Cl)c3)C2)OC1=O (stereo not given)	10	2	0
CCn1cc(C(=O)N2CCN(c3cc(N(C)c4cccc(C)c4)ncn3)CC2)c(=O)c2ccc(C)nc21	-4	-3	-5
CC(C)CN1CCCN(C(=O)CSc2n[nH]c(N)n2)CC1	28	-7	-12
O=C(Nc1nc(C23CC4CC(CC(C4)C2)C3)cs1)c1ccccc1F	-2	3	0
COc1ccc(-n2c(C)c(C)n3c4c(=O)n(CC(C)=O)c(=O)n(C)c4nc23)cc1Cl	-1	-7	/
Cc1ccc(S(=O)(=O)/C(C#N)=C/N2CCN(c3ccccc3)CC2)cc1	-3	8	/
CC(=O)OC(C(=O)N1CCC(CCc2ccc3c(c2)OCO3)CC1)c1ccccc1 (stereo not given)	-1	-3	-7
COC(=O)c1ccc(Nc2nnc(-c3ccc(C(=O)NCCO)cc3)c3ccccc23)cc1	-5	1	/
COc1ccc(C(=O)NCCNc2ccc(Nc3ccccn3)nn2)cc1	19	-8	/
Cc1cccc(Cn2c3c(c(C)c2C(=O)NN2CCCC2)CCCC3)c1	/	-2	-8
CSc1ccccc1NS(=O)(=O)c1ccccc1F	-1	-6	/
O=C(CNC(=O)c1ccccc1O)N=Nc1c(O)[nH]c2ccccc12	4	3	-3
Cc1cccc(Oc2cc(N(C)Cc3ccccc3)ncn2)c1	17	-7	-9
Cc1ccc(CN2CCN(c3nc(-c4ccccc4)nc4c3CCC4)CC2)o1	/	-1	-6
CC(=O)C1=C(C)OC(=N)C(C#N)C1c1cccc(Cl)c1 (stereo not given)	2	5	/
CC(=O)Nc1sc(C)c(C)c1C(=O)OCC(=O)NCCN1C(=O)CSC1=O	-1	-3	-4
Fc1ccc(N2CCn3c2n[nH]c3=S)cc1	-3	-4	/
Cc1c(C(=O)N(C)C2CCS(=O)(=O)C2)nnn1-c1ccccc1 (stereo not given)	3	-9	-7

Going on with the list.
SMILES	NPYLR7 ag	hcGAS lum	mcGAS inh
CC(=O)c1cc(C(=O)OCC(=O)Nc2ccccc2Cl)c2ccccn12	3	-3	-7
Cc1onc(-c2c(F)cccc2Cl)c1C(=O)OCC(=O)N1CCOCC1	-3	-2	/
CCCCN(Cn1nc(-c2ccc(C)cc2)n(C)c1=S)C1CCS(=O)(=O)C1 (stereo not given)	13	-8	-8
Cc1nc(SCC(=O)N2CCOCC2)c2c3c(sc2n1)CCC3	0	-4	/
O=C(Nc1sc2c(c1C(=O)Nc1ccc(Cl)cc1)CCCC2)c1ccc(Br)cc1	-13	1	0
Cc1ccc(S(=O)(=O)O/N=C2/CCCc3nonc32)cc1	1	-7	/
COc1ccc(CN(Cc2ccc(C(O)(C=C(C)C)C=C(C)C)o2)C2CC2)cc1	3	-10	-7
COc1cccc(CNC(=O)C2CCN(C(=O)[C@H](Cc3ccccc3)NC(=O)Nc3ccc(-c4ccccc4)cc3)CC2)c1	4	-10	-8
CN(C1CCN(C(=O)OC(C)(C)C)CC1)S(=O)(=O)c1ccc(F)c(F)c1	7	-12	/
